# From PubChem BioAssay
# TDP1 cell CPT = growth inhibition of DT40 Tdp1-/-;hTDP1 cells with camptothecin (screen for TDP1 inhibitors). chicken DT40 Tdp1-/-;hTDP1 cells + 20 nM CPT, ATP luminescence, 48 h. Potency, µM (titrated, usually from 46.2 µM), without a hit: at the highest dose activity change, negative = growth inhibition, actives largely listed as inhibitors. 12% of 420,000 active. AID 686979; also: nearly all actives have a fitted effect of over 55% in size
#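 Cell growth measured by CellTiter-Glo luminescence after a minimum 48 h, 37 C compound exposure with 20 nM CPT in Tdp1-knockout DT40 cells stably expressing hTDP1, seeded 400/well; qHTS titration format.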
# KAT2A inh = blocks human GCN5L2 histone acetyltransferase. Potency, µM (doses to about 58.9 µM), for inactives: at the highest dose activity change, negative = inhibition, actives largely listed as inhibitors. 0.21% of 390,000 active. GCN5L2 HAT assay, ThioGlo1 CoA-SH fluorescence. Q92830
# Target sequence (Q92830 whole entry, looked up): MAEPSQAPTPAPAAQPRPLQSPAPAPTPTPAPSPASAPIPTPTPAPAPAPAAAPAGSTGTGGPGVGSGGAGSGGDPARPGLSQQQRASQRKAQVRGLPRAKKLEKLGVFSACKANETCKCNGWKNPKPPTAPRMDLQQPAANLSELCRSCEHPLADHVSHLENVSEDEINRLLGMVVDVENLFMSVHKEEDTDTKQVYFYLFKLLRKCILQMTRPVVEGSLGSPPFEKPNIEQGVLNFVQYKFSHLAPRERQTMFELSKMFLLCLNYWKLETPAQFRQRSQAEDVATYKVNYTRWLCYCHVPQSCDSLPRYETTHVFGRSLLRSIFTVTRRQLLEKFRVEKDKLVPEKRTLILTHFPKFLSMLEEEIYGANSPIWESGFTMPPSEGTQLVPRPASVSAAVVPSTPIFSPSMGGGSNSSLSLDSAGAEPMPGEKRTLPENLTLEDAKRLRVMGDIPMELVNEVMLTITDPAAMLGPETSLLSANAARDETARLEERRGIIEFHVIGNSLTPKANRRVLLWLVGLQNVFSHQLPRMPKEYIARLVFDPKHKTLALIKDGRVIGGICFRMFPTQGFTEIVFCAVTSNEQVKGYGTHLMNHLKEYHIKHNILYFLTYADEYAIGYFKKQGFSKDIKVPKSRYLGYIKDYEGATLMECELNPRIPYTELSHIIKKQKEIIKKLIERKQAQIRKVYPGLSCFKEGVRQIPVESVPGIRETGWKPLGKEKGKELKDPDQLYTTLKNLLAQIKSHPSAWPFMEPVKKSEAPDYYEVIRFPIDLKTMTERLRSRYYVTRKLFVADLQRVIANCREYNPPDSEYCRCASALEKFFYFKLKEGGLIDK
#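 qHTS, 1536-well. 20nM enzyme, pH 7.5 HEPES/EDTA/Tween-20 buffer; 15 min compound preinc., RT. Start: 75uM H3(1-25), 70uM AcCoA, 50uM ThioGlo1. Read Ex340/Em540 at t=0 (autofluorescence flag) and t=20 min.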
# TDP1 cell noCPT = qHTS for Inhibitors of human tyrosyl-DNA phosphodiesterase 1 (TDP1): qHTS in cells in absence of CPT | Potency, µM (top dose mostly 46.2 µM), for the others: top-dose activity change, negative = growth inhibition, actives largely listed as inhibitors | DT40 Tdp1-/- hTDP1 cells, no CPT, ATP luminescence, 48 h | AID 686978, 2013 | 15% of 420,000 active; also: nearly all actives have a fitted effect of over 55% in size
#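 Growth of hTDP1-complemented DT40 Tdp1-knockout cells is measured by ATP luminescence after at least 48 hr compound exposure at 37 °C, with DMSO substituting for the 20 nM CPT used in the parallel screen.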
# * marks the source's active call; other numbers are inactive results; ? = inconclusive; · = no result given; & = joins results of further samples. Calls follow the shape of the dose curve; as a rule, active = well fitted curve in the direction sought with a large enough effect; inconclusive = small, poorly fitted or top-dose-only effect, or another doubt; inactive = no such curve, though single readings can be large; an effect the other way counts as inactive or inconclusive. % is scaled to controls: 0 for no effect and ±100 for the full control effect; potency is read from the fitted curve at half-maximal effect. Some of the compounds tested; the hit share may differ from the screen's.
# The line under a structure holds: TDP1 cell CPT | KAT2A inh | TDP1 cell noCPT
Cc1cc(-c2ccccc2)nc(N2CCC(C(=O)NC34CC5CC(CC(C5)C3)C4)CC2)n1
    -20% | -1% | -23%
CN(c1ccccc1)S(=O)(=O)c1cccc(NC(=O)CSc2ncn[nH]2)c1
    8.2µM* | -3% | 5.8µM*
O=C(Nc1ccc(N2CCOCC2)c(S(=O)(=O)Nc2cc(Cl)ccc2Cl)c1)c1cccnc1
    -26% | -2% | -26%
CC(=O)c1ccc(N2CCN(C(=O)c3ccc4[nH]c(C)c(C)c4c3)CC2)cc1
    21µM* | -8% | 16µM*
Cc1cc(SCC(=O)Nc2ccccc2)nc(C)n1
    -7% | 1% | -23%
COc1ccc2c(c1)-c1nc(/N=C/c3ccc(O)cc3)sc1CC2
    -1% | -6% | -13%
CCC(=O)N(CC)Cc1cc(=O)[nH]c2ccccc12
    6% | -4% | 9%
O=C(NCc1nnc2n1CCN(Cc1ccnc3ccccc13)CC2)c1cccc(F)c1
    ? | · | ?
O=C(CSc1nc2c([nH]c3ccccc32)c(=O)n1-c1ccccc1F)Nc1cccc(C(F)(F)F)c1
    21µM* | -10% | 16µM*
CCN1CCN(C(c2ccc(OC)cc2)c2nnnn2Cc2ccc3c(c2)OCO3)CC1 (centres undefined)
    -8% | 3% | -3%
Cc1cccc(N(C(=O)CCC(=O)Nc2cccnc2)C(C(=O)NC2CCCC2)c2ccncc2)c1 (centres undefined)
    -1% | 3% | -1%
Cc1ccccc1Cn1cnc2ccccc2c1=O
    21% | 0% | -13%
CCN(CCn1cccn1)C(=O)CCc1nnc(C2CCCCC2)o1
    -8% | 0% | 24%
COc1ccc(/C(O)=C2/C(=O)C(=O)N(CCCN3CCOCC3)C2c2ccc(C(C)C)cc2)cc1 (centres undefined)
    -12% | -2% | 4%
CCOc1ccc(NC(=O)CN2C(=O)CSC(C)C2=O)cc1 (centres undefined)
    3% | -3% | 14%
CC(Sc1nc2ccccc2[nH]1)C(=O)Nc1ccc2c(c1)OCCO2 (centres undefined)
    ? | 3% | ?
CCc1cc(C(=O)OCC(=O)NCCc2ccccc2)sc1C
    -13% | · | -21%
Cc1nc2c3ccccc3n(CC(=O)c3ccc(F)cc3)c(=O)n2n1
    -5% | -6% | -9%
Cc1cc(C)c(NC(=O)c2cc(S(=O)(=O)N3CCC4(CC3)OCCO4)ccc2F)c(C)c1
    -22% | -1% | ?
Cc1ccc(C(C)C)c(OC/C(O)=C(\C#N)c2nc3ccccc3[nH]2)c1
    8% | 0% | ?
CN(C)S(=O)(=O)N(CC(=O)N1CCN(Cc2ccccc2)CC1)c1ccccc1
    ? | -2% | -12%
Cc1ccc(S(=O)(=O)c2c(N)n(CCC(C)C)c3nc4ccccc4nc23)cc1
    ? | -15% | ?
O=C(O)C1OC(C(=O)O)C2C1C(F)(F)C2(F)F (centres undefined)
    -2% | 2% | 1%
C/C(=N\NC(=O)c1ccc(NS(=O)(=O)c2cccs2)cc1)c1ccccn1
    ? | -5% | ?
CCOC(=O)C1CCN(c2c(NCc3ccc(N(C)C)cc3)c(=O)c2=O)CC1
    -7% | -4% | -2%
CCN(C(=O)Cn1cc(C(C)=O)c2ccccc21)c1ccccc1
    ? | -7% | ?
C=CCn1c(=O)c2c(nc(-c3ccccc3)n2C)n(C)c1=O
    -27% | -12% | 0%
C#CCOCCOCCOCCNc1nc(N2CCOCC2)nc(N2CCN(C(=O)[C@H](CCCCN)n3cc(CCCC)nn3)CC2)n1
    0.21µM* | · | 1.3µM*
Cc1cc(-c2ccccc2)nc(SCC(=O)c2cccc([N+](=O)[O-])c2)n1
    ? | -7% | ?
COc1cccc(CNC[C@H]2O[C@@H](n3cnc(C(N)=O)n3)[C@H](O)[C@@H]2O)c1OCc1ccc(F)cc1Cl
    8% | · | 14%
O=c1/c(=C/c2ccco2)sc2n1CN(c1ccccc1)CN=2
    -17% | -9% | ?
COc1ccc(/C=N/NC(=O)c2cccnc2)c2ccccc12
    1% | -7% | -26%
Cc1c(Cl)cccc1Nc1nc(N)nc(CSc2nc3ccccc3s2)n1
    ? | -17%&-2% | ?
Cc1cc(=O)c(C(=O)O)nn1-c1ccccc1
    1% | -12% | -7%
COc1ccccc1CO/N=C/c1cccn1-c1nccc(N(C)C)c1C#N
    2% | -2% | ?
Nc1nonc1-n1nnc(C(=O)N/N=C/c2cccnc2)c1CSC1=NCCS1
    -4% | -1% | ?
COc1ccccc1N1CCN(C(=O)C2CCN(S(=O)(=O)N3CCOCC3)CC2)CC1
    -15% | -8% | -25%
O=C(Nc1cccc(S(=O)(=O)NC2=NCCCCC2)c1)c1cc(-c2ccccc2Cl)nc2ccccc12
    ? | -8% | ?
O=C(CCCCCN1C(=O)[C@@H]2Cc3ccccc3CN2C1=O)Nc1ccccc1F
    ? | -3% | ?
CC1(C)CC(=O)C(C=NCCN2CCN(CC(=O)Nc3ccc(F)cc3)CC2)=C(O)C1
    19% | -2% | -23%
CCOC(=O)c1sc2nc(N3CCOCC3)c3c(c2c1N)CCC3
    -27% | ? | ?
NCc1ccc2[nH]c(=O)[nH]c2c1
    -1% | -4% | -4%
O=C(Cc1nnc(NC(=O)c2ccccc2)s1)N/N=C/c1ccc(O)cc1
    -3% | -9% | 4%
O=C(CN(C(=O)CNS(=O)(=O)c1ccc(F)cc1)c1ccc(F)cc1)NCc1ccco1
    -2% | 1% | -22%
COc1ccc(/C=N/N2CCN(C)CC2)c(OC)c1OC
    4% | -2% | 6%
COc1ccc(C(=O)NNC(=O)Cc2coc3cc(OC)ccc23)cc1
    -2% | -16% | 2%
COc1ccc(-n2c(=S)[nH]c3cc(C(=O)Nc4ccc(C)c(F)c4)ccc3c2=O)c(OC)c1
    ? | -9% | ?
O=C1CC2(CCN(S(=O)(=O)c3ccccc3)CC2)Oc2ccccc21
    -18% | -18% | -7%
O=C(Nc1ncn[nH]1)c1cc(S(=O)(=O)Nc2ccc(Cl)cc2)ccc1Cl
    -15% | 0% | -23%
Cc1ccc(Cl)c(OCCN2CCCC(C)C2)c1 (centres undefined)
    -1% | 0% | ?
Cc1ccc(S(=O)(=O)Nc2ccc(NC(=O)CN3CCCCC3)c(Cl)c2)cc1
    -23% | -5% | -19%
NC1(C(=O)O)CCc2cc(P(=O)(O)O)ccc21 (centres undefined)
    3% | -14% | -15%
Cc1ccc(N)cc1S(=O)(=O)N(C)C
    -2% | -13% | -4%
O=C(CCc1ccccc1Cl)Nc1cc(S(=O)(=O)N2CCOCC2)ccc1N1CCCC1
    15µM* | · | 18µM*
CCOc1ccc(NC(=O)c2ccc3[nH]c(=O)c(=O)[nH]c3c2)cc1
    0% | -3% | 4%
CCOc1ccc(-c2nc(N)nc(C)c2-c2ccc(Cl)cc2)c(O)c1
    ? | 20% | ?
Cc1ccc(NC(=O)NCCN2CCCCC2)cc1C
    -24% | -5% | -3%
C/C(=N/NC(=O)c1cnccn1)c1ccncc1
    11% | -2% | -12%
COc1ccc(C)c2sc(N3CCN(C(=O)c4cccc(F)c4)CC3)nc12
    -18% | -12% | -25%
Cc1ccc2cc(CCNC(=O)c3ccc(C)c([N+](=O)[O-])c3)c(=O)[nH]c2c1
    21µM* | -1% | ?

# Going on with the list.
# The line under a structure holds: TDP1 cell CPT | KAT2A inh | TDP1 cell noCPT
O=C(CSc1ccc2nnc(-c3cccs3)n2n1)N1CCOCC1
    -21% | · | -25%
Cc1c(C(=O)NC2CCC(C)CC2)oc2ccccc12 (centres undefined)
    -9% | -20% | -11%
COC(=O)[C@@]1(Cc2ccc(F)cc2)[C@H]2c3cc(C(=O)N(C)C)n(CCc4ccccn4)c3C[C@H]2CN1C(=O)c1ccccc1
    ? | -1% | ?
CC(c1ccccc1)n1c(-c2cccs2)nc2c(c(=O)c3ccccc3n2C)c1=O (centres undefined)
    -24% | 20% | ?
COc1ccc(CCN2CC(C(=O)OCC(=O)NCc3ccccc3Cl)CC2=O)cc1OC (centres undefined)
    -4% | · | 27%
CC(C)c1cn(CC[C@@H]2CC[C@@H](NC(=O)C3CCCCC3)[C@@H](CO)O2)nn1
    -16% | · | 0%
O=C(CCN1CCC2CCC(C2)C1)c1ccc(F)cc1 (centres undefined)
    3.3µM* | · | 2.9µM*
O=C1CN(C(=O)COC(=O)C2=COCCO2)c2ccccc2N1
    -20% | ? | 0%
COC(=O)NC1c2ccccc2Oc2ccc(C)cc21 (centres undefined)
    -19% | -6% | ?
C=CCSc1nc2c(cnn2-c2ccc(C)c(C)c2)c(=O)[nH]1
    14% | -2% | -27%
Cc1ccc(-n2ncc3c2CC(C)(C)CC3NC(=O)c2ccc[n+]([O-])c2)cc1 (centres undefined)
    -24% | 3% | ?
COc1cccc(NC(=O)c2c(F)cccc2F)c1
    -7% | 8% | 1%
Cn1cnnc1SCC(=O)Nc1ccccc1
    13% | -1% | 1%
CCn1c(=O)c2cc(C(=O)N3CCN(C)CC3)sc2c2ccccc21
    5% | -16% | ?
CN(Cc1c(C(=O)N2CCCCCCC2)nc2ccc(Cl)cn12)C1CCOC1 (centres undefined)
    -13% | ? | -7%
CC(=O)Nc1c(C(=O)N2CCOCC2)sc2nc3c(cc12)COC(C)(C)C3
    -10% | -6% | 2%
CC(CN1CCOCC1)OC(=O)c1cccs1 (centres undefined)
    -2% | 3% | 4%
COc1ccc(C2=C(N3CCN(c4cccc(C)c4C)CC3)c3ccccc3C2=O)cc1
    16µM* | -5% | ?
Cc1cccc(C(=O)N[C@H](C(=O)NCc2cccs2)C(C)C)c1
    ? | -2% | ?
COc1ccc(OC)c(NC(=O)C2C3CC4OC(=O)C2C4C3)c1 (centres undefined)
    4% | -11% | -5%
COC(=O)c1ccc(S(=O)(=O)NCc2ccc(OC)cc2)n1C
    2% | 3% | -17%
CCc1nc2ccc(C(=O)NCCC(C)C)cn2c1N(C)Cc1nccs1
    ? | · | ?
COc1ccc(N2CCN(CCNC(=O)c3c(C)cc(=O)oc3C)CC2)cc1
    -4% | -14% | 5%
Cc1c(/C=N\NC(=O)c2cc3ccccc3o2)c2ccccc2n1C
    3.7µM* | -1% | 3.7µM*
O=C(CCc1c[nH]c2ccccc12)N1CCN(S(=O)(=O)c2ccccc2)CC1
    ? | -3% | ?
CC(C)C[C@H]1CNC(=O)C(=O)N1C[C@@H]1CCCN1C[C@H](Cc1ccccc1)N1C[C@H](Cc2ccccc2)N(CC2CCCCC2)C(=O)C1=O
    ? | · | -30%
CCOC(=O)C1(C)CCN1C(=O)c1oc2ccccc2c1C (centres undefined)
    ? | · | ?
O=C(NCCN1CCCCCC1)C1CCCN1S(=O)(=O)c1cccc2nsnc12 (centres undefined)
    28% | -19% | -3%
CCCOC(=O)c1ccc(-c2ccc(C=O)o2)cc1
    -24% | 2% | ?
CN(C)c1c(F)cc(C(=O)NCc2ccccc2)cc1F
    2% | -4% | -8%
COc1cc2nc(Cl)nc(NC(C)C)c2cc1OC
    14µM* | · | 16µM*
CC(C)(C)C1CCC(C(=O)NCC(c2cccs2)N2CCOCC2)CC1 (centres undefined)
    16µM* | 2% | 8.2µM*
Cc1cc(C)c2c(=O)[nH]n(C3CC(C)N(C)CC3C)c2n1 (centres undefined)
    -3% | -5% | 1%
COCCN(CC(=O)Nc1cccc(C)c1C)C(=O)Cc1ccsc1
    2% | -2% | -23%
C[N+]12CCCCC1[C@@H](CO)CCC2 (some centres undefined)
    -13% | 4% | 13%
CCOC(=O)N1CCC(NC(=O)c2ccc3c(c2)N(Cc2cc(C)ccc2C)C(=O)c2ccccc2S3=O)CC1 (centres undefined)
    6.5µM* | 0% | 18µM*
Cc1cccc(N(C(=O)CCC(=O)Nc2cc(C)on2)C(C(=O)NC2CCCC2)c2ccncc2)c1 (centres undefined)
    1% | -18% | 7%
